NSD2 block: NSD2 (human) methyltransferase inhibition; NSD2-SET H3K36me1 DELFIA fluorescence, biochemical; inhibition, % at 12.5 µM; 44,000 compounds, 0.07% hits; in the data active means inhibition above about 54%, passing the limit was not always enough;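 further: inhibitors reduce the monomethyl H3K36 fluorescence signal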
The depositor's hits bear a star. The list is partial. The share of hits here may be higher or lower than overall.

canonical_smiles	NSD2 block
COc1ccc(CN(C)C[C@@H]2OCCCC[C@H](C)Oc3ccc(NC(=O)Cc4ccccc4)cc3C(=O)N([C@H](C)CO)C[C@@H]2C)cc1	-3
C[C@H](CO)N1C[C@H](C)[C@H](CN(C)S(=O)(=O)c2ccc(F)cc2)Oc2c(NC(=O)Nc3ccc(F)cc3)cccc2C1=O	0
C[C@@H]1CN([C@@H](C)CO)C(=O)Cc2cc(NC(=O)CCN3CCOCC3)ccc2O[C@H]1CN(C)Cc1ccc(Cl)c(Cl)c1	-3
C/C=C/c1ccc2c(c1)O[C@H](CN(C)C(=O)c1ccccc1F)[C@H](C)CN([C@H](C)CO)S2(=O)=O	-1
C[C@H]1CN([C@@H](C)CO)C(=O)c2cccc(NC(=O)Nc3ccc4c(c3)OCO4)c2O[C@H]1CN(C)S(=O)(=O)c1ccc(Cl)cc1	2
CCCN(C)C[C@H]1Oc2ncc(C#CC3CC3)cc2C(=O)N([C@H](C)CO)C[C@@H]1C	15
C[C@H](CO)N1C[C@H](C)[C@@H](CN(C)Cc2cncnc2)Oc2cc(C3=CCCC3)ccc2S1(=O)=O	1
C[C@@H]1CN([C@H](C)CO)C(=O)c2cc(NC(=O)Cc3ccccc3)ccc2O[C@@H]1CN(C)S(=O)(=O)c1ccccc1	-2
C[C@@H](NC(=O)C[C@H]1C=C[C@@H](NC(=O)Cc2ccccn2)[C@H](CO)O1)c1ccccc1	-2
COc1cccc(-c2cnc3c(c2)C(=O)N([C@@H](C)CO)C[C@H](C)[C@@H](CN(C)CC2CCOCC2)O3)c1	-17
C=CCN1Cc2ccccc2[C@@H]2OC(c3ccc(OCCCO)cc3)=N[C@]2(CCS(=O)(=O)c2ccccc2)C1=O	3
C[C@H](CO)N1C[C@H](C)[C@@H](CN(C)S(C)(=O)=O)Oc2c(NC(=O)C3CCCCC3)cccc2C1=O	1
C[C@@H]1CN([C@@H](C)CO)C(=O)c2cccc(NS(=O)(=O)c3cccs3)c2O[C@H]1CN(C)C(=O)Nc1ccc(C(F)(F)F)cc1	5
C[C@H](CO)N1C[C@H](C)[C@H](CN(C)S(=O)(=O)c2cn(C)cn2)Oc2ccc(NC(=O)CCCCCC(=O)Nc3ccccc3N)cc2C1=O	3
O=C(Nc1ccccc1)C1=C[C@@H](c2ccc(Br)cc2)C[C@@H](OCc2ccc(CO)cc2)O1	1

Exported with the structure last: 5 of the compounds above
| NSD2 block | structure |
| --- | --- |
| 1 | C[C@H](CO)N1C[C@H](C)[C@@H](CN(C)Cc2cncnc2)Oc2cc(C3=CCCC3)ccc2S1(=O)=O |
| -2 | C[C@@H]1CN([C@H](C)CO)C(=O)c2cc(NC(=O)Cc3ccccc3)ccc2O[C@@H]1CN(C)S(=O)(=O)c1ccccc1 |
| -2 | C[C@@H](NC(=O)C[C@H]1C=C[C@@H](NC(=O)Cc2ccccn2)[C@H](CO)O1)c1ccccc1 |
| -17 | COc1cccc(-c2cnc3c(c2)C(=O)N([C@@H](C)CO)C[C@H](C)[C@@H](CN(C)CC2CCOCC2)O3)c1 |
| 3 | C=CCN1Cc2ccccc2[C@@H]2OC(c3ccc(OCCCO)cc3)=N[C@]2(CCS(=O)(=O)c2ccccc2)C1=O |

Next records.
canonical_smiles	NSD2 block
COc1ccc(NC(=O)N(C)C[C@@H]2Oc3c(NC(=O)Nc4ccccc4)cccc3C(=O)N([C@H](C)CO)C[C@H]2C)cc1	-9
CC(=O)N(C)C[C@@H]1Oc2ncc(C#CCc3ccccc3)cc2C(=O)N([C@@H](C)CO)C[C@@H]1C	-13
C[C@H](CO)N1C[C@H](C)[C@@H](CN(C)Cc2ccc(Cl)c(Cl)c2)OCc2cn(nn2)CCCC1=O	2
C[C@H](CO)N1C[C@H](C)[C@@H](CN(C)Cc2ccc(Oc3ccccc3)cc2)Oc2ccc(NC(=O)CCN3CCOCC3)cc2C1=O	3
C[C@H]1CN([C@@H](C)CO)C(=O)c2cccc(NS(=O)(=O)c3cccs3)c2O[C@H]1CN(C)Cc1ccc(C(=O)O)cc1	-35
Cc1cc(C)c2nc(-c3ccccn3)cc(C(=O)NCc3ccco3)c2c1	6
O=C(C[C@H]1C[C@H]2c3cc(NC(=O)C4CCC4)ccc3O[C@H]2[C@H](CO)O1)NCc1ccccn1	1
O=C(C[C@@H]1C[C@@H]2c3cc(NC(=O)NC4CCCC4)ccc3O[C@@H]2[C@@H](CO)O1)NCc1ccc(-c2ccccc2)cc1	11
C[C@@H]1CN([C@@H](C)CO)C(=O)c2cc(-c3ccncc3)cnc2O[C@H]1CN(C)Cc1ccc(Oc2ccccc2)cc1	-4
Cc1noc(C)c1NC(=O)N(C)C[C@@H]1Oc2ncc(C#Cc3ccccc3)cc2C(=O)N([C@H](C)CO)C[C@@H]1C	-1
Cc1noc(C)c1NC(=O)Nc1ccc2c(c1)CC(=O)N([C@@H](C)CO)C[C@@H](C)[C@H](CN(C)S(=O)(=O)c1ccc(F)cc1)O2	-1
COc1cccc(-c2cnc3c(c2)C(=O)N([C@@H](C)CO)C[C@@H](C)[C@H](CN(C)Cc2cccnc2)O3)c1	7
C[C@@H]1CN([C@@H](C)CO)C(=O)c2cc(NC(=O)Nc3ccc4c(c3)OCO4)ccc2O[C@@H]1CN(C)C(=O)Nc1ccc2c(c1)OCO2	-5
CC(=O)N(C)C[C@H]1Oc2ncc(C#Cc3cccc(F)c3)cc2C(=O)N([C@@H](C)CO)C[C@H]1C	-5
Cc1noc(C)c1NC(=O)Nc1ccc2c(c1)C(=O)N([C@@H](C)CO)C[C@H](C)[C@@H](CN(C)C(=O)Nc1ccc(C(F)(F)F)cc1)OCCCC[C@H](C)O2	-1
Cc1noc(C)c1NC(=O)Nc1cccc2c1O[C@H](CN(C)Cc1ccc(C(=O)Nc3ccccc3N)cc1)[C@H](C)CN([C@H](C)CO)C2=O	-2
C/C=C/c1cnc2c(c1)C(=O)N([C@@H](C)CO)C[C@@H](C)[C@H](CN(C)C(=O)NCCC)O2	-4
C[C@@H]1CN([C@H](C)CO)C(=O)Cc2cc(NS(=O)(=O)c3cn(C)cn3)ccc2O[C@H]1CN(C)CC1CC1	1
CCC(=O)N(C)C[C@@H]1Oc2cc(-c3ccc(OC)cc3)ccc2S(=O)(=O)N([C@H](C)CO)C[C@@H]1C	-3
C[C@@H]1CN([C@@H](C)CO)C(=O)c2cc(-c3ccc(F)cc3)cnc2O[C@H]1CN(C)C(=O)CN(C)C	-5
C[C@@H]1CN([C@H](C)CO)C(=O)CCCn2cc(nn2)CO[C@@H]1CN(C)C(=O)Nc1ccc(C(C)(C)C)cc1	6
C[C@@H]1CN([C@@H](C)CO)C(=O)c2cc(C#Cc3cccc(F)c3)cnc2O[C@H]1CN(C)Cc1ccccn1	6
C[C@@H]1CN([C@@H](C)CO)C(=O)c2cc(NS(=O)(=O)c3ccccc3)ccc2O[C@@H]1CN(C)Cc1ccc(Oc2ccccc2)cc1	-2
C[C@@H]1CN([C@H](C)CO)C(=O)c2cc(NS(=O)(=O)c3ccc(F)cc3)ccc2O[C@@H]1CN(C)C(=O)Nc1ccc(F)cc1	14
COc1ccccc1CCn1cc(C#N)c(=O)[nH]c1=O	-1
C[C@@H]1CN([C@@H](C)CO)C(=O)c2cc(NC(=O)Nc3ccc4c(c3)OCO4)ccc2O[C@@H](C)CCCCO[C@@H]1CN(C)C	0
C[C@@H]1CN([C@@H](C)CO)C(=O)c2cccc(NC(=O)Nc3ccc(F)cc3)c2O[C@@H]1CN(C)Cc1ccc(Cl)c(Cl)c1	2
Cc1ccc(-c2ccc3c(c2)O[C@H](CN(C)C(=O)Nc2ccc(F)cc2)[C@@H](C)CN([C@H](C)CO)S3(=O)=O)cc1	0
Cc1noc(C)c1S(=O)(=O)N(C)C[C@@H]1Oc2ccc(NS(C)(=O)=O)cc2C(=O)N([C@@H](C)CO)C[C@@H]1C	4
Cc1ccc(S(=O)(=O)Nc2ccc3c(c2)C(=O)N([C@H](C)CO)C[C@@H](C)[C@@H](CN(C)Cc2ccc(C(=O)O)cc2)OCCCC[C@H](C)O3)cc1	1
Cc1noc(C)c1NC(=O)N(C)C[C@H]1Oc2ccc(NS(=O)(=O)c3ccc(Cl)cc3)cc2C(=O)N([C@@H](C)CO)C[C@H]1C	3
Cc1nnc(Sc2ccc(/C=N/NC(=O)c3ccccn3)o2)n1C	1
CCc1ccnc(NC(=O)CC2(CC(=O)O)CCCCC2)c1	7
COCC(=O)N(C)C[C@H]1Oc2cc(Br)ccc2S(=O)(=O)N([C@H](C)CO)C[C@@H]1C	-13
C[C@H](O)C#Cc1cnc2c(c1)C(=O)N([C@@H](C)CO)C[C@H](C)[C@@H](CN(C)CC1CCCCC1)O2	-6
C[C@H](CO)N1C[C@H](C)[C@H](CN(C)CC2CCCCC2)Oc2ccc(NC(=O)Nc3ccc(C(F)(F)F)cc3)cc2CC1=O	-2
C[C@H](CO)N1C[C@H](C)[C@@H](CN(C)Cc2ccncc2)Oc2ccc(NS(=O)(=O)c3cn(C)cn3)cc2CC1=O	-5
C[C@H]1CN([C@@H](C)CO)C(=O)c2cc(C#CC3(O)CCCC3)cnc2O[C@H]1CN(C)S(=O)(=O)c1ccccc1	3
C[C@@H]1CN([C@H](C)CO)C(=O)c2cc(NS(C)(=O)=O)ccc2O[C@@H](C)CCCCO[C@@H]1CN(C)S(=O)(=O)c1ccccc1	-1
C[C@@H]1CN([C@@H](C)CO)C(=O)c2cc(C#CC3(O)CCCC3)cnc2O[C@H]1CN(C)S(C)(=O)=O	1
O=C(N/N=C/c1cn(S(=O)(=O)c2ccccc2)c2ccccc12)c1ccccc1O	5
O=C(Nc1ccc2c(c1)[C@H]1C[C@H](CC(=O)N3CCc4ccccc4C3)O[C@H](CO)[C@H]1O2)Nc1ccccc1F	1
C[C@H]1O[C@@H](O[C@H]2CC[C@@]3(C)C(CC[C@]4(C)C3CC=C3C5CC(C)(C)CC[C@]5(C(=O)O)CC[C@]34C(=O)O)C2(C)C)[C@H](O)[C@@H](O)[C@H]1O (stereo partly specified)	10
C[C@@H](NC(=O)C[C@H]1C[C@@H]2c3cc(NC(=O)CN(C)C)ccc3O[C@@H]2[C@@H](CO)O1)c1ccccc1	-10
C[C@@H]1CN([C@@H](C)CO)C(=O)Cc2cc(NC(=O)Nc3ccccc3)ccc2O[C@@H]1CN(C)C(=O)Nc1ccc(C(F)(F)F)cc1	-8

The final two records of the part above come first, to join the parts:
canonical_smiles	NSD2 block
C[C@@H](NC(=O)C[C@H]1C[C@@H]2c3cc(NC(=O)CN(C)C)ccc3O[C@@H]2[C@@H](CO)O1)c1ccccc1	-10
C[C@@H]1CN([C@@H](C)CO)C(=O)Cc2cc(NC(=O)Nc3ccccc3)ccc2O[C@@H]1CN(C)C(=O)Nc1ccc(C(F)(F)F)cc1	-8
O=C(CN1C(=O)S/C(=C\C=C\c2ccccc2)C1=O)Nc1cccc(O)c1	0
C[C@@H]1CN([C@@H](C)CO)C(=O)c2cc(NC(=O)C3CC3)ccc2O[C@@H]1CN(C)C(=O)Nc1cccc2ccccc12	-1
COc1ccccc1NC(=O)N(C)C[C@H]1OCc2ccccc2-c2ccccc2C(=O)N([C@H](C)CO)C[C@H]1C	-5
COC1=CC(=O)OC1C(O)C(O)C(OC(C)=O)c1ccccc1 (stereo unspecified)	3
C[C@H]1CN([C@@H](C)CO)C(=O)Cc2cc(NS(=O)(=O)c3cccs3)ccc2O[C@H]1CN(C)S(=O)(=O)c1ccc(F)cc1	0
COc1ccc(NC(=O)Nc2ccc3c(c2)C(=O)N([C@H](C)CO)C[C@@H](C)[C@@H](CN(C)Cc2ccc(Oc4ccccc4)cc2)O3)cc1	7
COc1ccc(S(=O)(=O)N(C)C[C@H]2Oc3ccc(NC(=O)C4CCCCC4)cc3C(=O)N([C@H](C)CO)C[C@H]2C)cc1	-1
C=CCOC(=O)[C@H]1[C@@H]2C(=O)O[C@@H](c3ccccc3)[C@@H](c3ccccc3)N2[C@@H](c2ccc(OCCOC(=O)[C@@H]3C[C@@H]4C(=O)N5CCC[C@H]5C(=O)N4[C@@H]3c3ccc(O)cc3)cc2)[C@]12C(=O)Nc1ccccc12	-1
C[C@@H]1CCCCO[C@@H](CN(C)C(=O)C2CCCCC2)[C@@H](C)CN([C@H](C)CO)C(=O)c2cc(NS(=O)(=O)c3ccc(F)cc3)ccc2O1	-4
Cc1nc(C(F)(F)F)ccc1C(=O)NCC(O)c1ccccc1 (stereo unspecified)	-1
COc1ccc(S(=O)(=O)N(C)C[C@@H]2Oc3c(NS(=O)(=O)c4cn(C)cn4)cccc3C(=O)N([C@H](C)CO)C[C@H]2C)cc1	-1
COc1ccc(NC(=O)N(C)C[C@H]2Oc3cc(-c4ccc(C)cc4)ccc3S(=O)(=O)N([C@H](C)CO)C[C@H]2C)cc1	-6
CC(C)NC(=O)N(C)C[C@@H]1Oc2ccc(N(C)C)cc2CC(=O)N([C@@H](C)CO)C[C@H]1C	2
C[C@@H]1CN([C@H](C)CO)S(=O)(=O)c2ccc(C#C[C@@H](C)O)cc2O[C@H]1CN(C)C	0
C[C@H](CO)N1C[C@H](C)[C@H](CN(C)C(=O)CCC(F)(F)F)OCCCC[C@H](C)Oc2ccc(NS(=O)(=O)c3cn(C)cn3)cc2C1=O	3
C[C@H](CO)N1C[C@H](C)[C@H](CN(C)Cc2ccc(C(=O)Nc3ccccc3N)cc2)Oc2c(NC(=O)Nc3ccccc3)cccc2C1=O	1
C[C@H]1CN([C@@H](C)CO)C(=O)Cc2cc(NC(=O)CCC(F)(F)F)ccc2O[C@@H]1CN(C)S(=O)(=O)c1cccs1	-1
CC(C)CC#Cc1ccc2c(c1)O[C@@H](CN(C)Cc1cccnc1)[C@H](C)CN([C@@H](C)CO)S2(=O)=O	2
C[C@H](CO)N1C[C@H](C)[C@@H](CN(C)Cc2ccc(C(=O)O)cc2)Oc2ncc(-c3ccc(C(=O)N(C)C)cc3)cc2C1=O	-6
